P. falciparum M17LAP = P. falciparum M17LAP inhibitors, primary screen, biochemical, fluorogenic H-Leu-NHMec substrate, 1536-well (AID 1619). recombinant M17LAP, H-Leu-NHMec fluorogenic kinetic assay; higher % means a stronger effect. inhibition, % at 30 µM, or IC50 in µM where a hit was titrated. 220,000 compounds, 0.38% hits;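 active = compound inhibiting the enzyme by more than half at any dose during confirmatory dose-response retesting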;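 also: plate controls were full reaction with DMSO carrier for no effect and no enzyme background for full effect; strong numbers were not always called active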
UTI89 phage lysis = inhibition of K1F phage lysis, E. coli UTI89, bacterial capsule biogenesis inhibitors, alamar blue (AID 488966). E. coli UTI89 K1F phage lysis, alamar blue, 2 h; higher % means a stronger effect. inhibition, % at 100 µM, or IC50 in µM where a hit was titrated. 340,000 compounds, 0.02% hits;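 active = phage lysis inhibition, versus mean bacterial control, above a set limit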;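 also: capsule biogenesis inhibitors block K1F phage lysis so surviving cells raise fluorescence; higher fluorescence means more inhibition of phage lysis; actives were called in the ten point dose series up to 300 µM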
Ins promoter up = insulin promoter activators in MIN6 cells, imaging, high-content screening, mouse beta cells; MIN6 insulin promoter-GFP reporter; stronger effect = higher value; z-score at 5 µM; 190,000 compounds, 0.3% hits; AID 1625, 2009;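 active = z-score above 3 at 5 µM with at least 500 cells counted in the well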
Autophagy mod = autophagy modulators in MEF cells, primary screen, imaging, high-content, MEF GFP-LC3. 190,000 compounds, 0.98% hits. MEF GFP-LC3 puncta imaging; test concentration mostly 10 µM. AID 463193, 2010. calls only at 10 µM (by protocol);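 active = percentage of spot-positive cells more than 3 SD above its plate mean, without a fluorescence outlier flag or 80% toxicity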;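 also: spot-positive cell cutoff set from DMSO-treated cells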
ER stress rescue = rescue of cells from ER stress-induced death, primary screen, 384-well, CSM14.1, thapsigargin, ATP luminescence (AID 1222); CSM14.1 thapsigargin-induced death rescue, ATP luminescence; higher % means a stronger effect; one-dose cellular ATP content (survival), % at 20 µM; EC50 in µM for titrated hits; 190,000 tested, under 10 active;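 active = EC50 below 50 µM in the dose-response confirmation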;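 also: death triggered by thapsigargin at about 15 µM added after 2 h compound pretreatment; cell ATP read after overnight thapsigargin exposure of roughly 18 to 22 hours; normalized against plate controls of thapsigargin alone and 5% DMSO vehicle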
MT stabilize HCS = microtubule stabilizers in HeLa cells, primary screen, imaging, high-content imaging. HeLa tubulin immunostaining HCS, 24 h; share of cells brighter than vehicle mean+2SD. % tubulin-high responders, % at 10 µM. 200,000 compounds, 0.83% hits;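 active = plate Z-score above 3 for both tubulin-high and condensed-nucleus cell shares, with cell loss under 80%, at 10 µM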;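 also: anti alpha tubulin signal scored within the nucleus-defined area of each cell; some results filed as inactive read as strong as hits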
b-catenin transl = modulators of beta-catenin nuclear translocation, primary screen, imaging, HeLa cells, immunofluorescence, high-content | nuclear translocation activity, % at 5 µM | 190,000 compounds, 0.3% hits;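 active = nuclear translocation activity above 50% at 5 µM, with a well cell count of 50 or more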;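 also: per-cell ratio of nuclear to cytoplasmic median beta-catenin stain intensity; plate controls were DMSO negative control for no effect and GSK-3 inhibitor IX positive control for full effect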
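Test system: human HeLa cells, native beta-catenin. Compound dosing: 5 µM primary single dose, 0.1% DMSO, 0.02–20 µM confirmation series. Incubation: compound exposure 24 h at 37°C. Detection: beta-catenin immunostaining with DAPI counterstain, 20x imaging, 6 fields/well. Read-out basis: Nuclear/cytoplasmic beta-catenin signal ratio, % activation.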
Dynein transport = inhibitors of GR-EGFP nuclear translocation, primary screen, dynein cargo transport inhibitor project, imaging, high-content, 3617.4 mouse cells; 220,000 compounds, 0.47% hits; test concentration mostly 20 µM; stimulated with dexamethasone, 1 µM; stronger effect = lower value; z-score, hits read low;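 active = plate z-score of nuclear minus cytoplasmic receptor signal below a set negative limit, without overly bright fluorescence or cell loss, cut at about -3.5 in these data, passing the limit was not always enough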;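 also: z-score of nuclear minus cytoplasmic ring GR-EGFP intensity difference per well; some compounds called inactive have numbers as strong as hits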
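Schedule: 48 h induction, then 1 h compound, then 30 min agonist, 37 °C. Buffer or medium: tetracycline-free induction medium containing charcoal-stripped FBS. Reagent: 1.0 µM final dexamethasone stimulus. Evaluation: nuclear versus cytoplasmic GR-EGFP signal, averaged per well. Signal: high-content fluorescence imaging after fixation.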
P. falciparum M1AAP = P. falciparum M1AAP inhibitors, biochemical, fluorogenic H-Leu-NHMec substrate, 1536-well (AID 1445); one-dose inhibition, % at 30 µM; IC50 in µM for titrated hits; 220,000 compounds, 0.42% hits; recombinant M1AAP, H-Leu-NHMec fluorogenic kinetic assay; higher % means a stronger effect;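 active = primary inhibition above the hit cutoff, then over 50% inhibition at one or more dose response concentrations, cut at about 23% in these data, passing the limit was not always enough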;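 also: plate controls were DMSO full reaction for no effect and no enzyme background for full effect; strong numbers were not always called active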
Dynein transport cytoplasmic EGFP = recorded beside Dynein transport, whose call it bears; z-score; measured here: cytoplasmic GR-EGFP intensity; stronger effect = higher value
Dynein transport nuclear GR-EGFP = further read-out of Dynein transport, marked with its call; z-score; measured here: nuclear GR-EGFP intensity;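 lower value marks the stronger effect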
Dynein transport cell count = second read-out of Dynein transport, no call of its own (marks repeat the call); z-score; measured here: cell count per field
Ins promoter up cell count = also measured in Ins promoter up; calls as there; cell count; measured here: cytotoxicity, nuclei count;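 total cells summed across four imaged fields per well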
b-catenin transl cell count 5 µM = second read-out of b-catenin transl, no call of its own (marks repeat the call); cell count; measured here: cell count, cytotoxicity flag
MT stabilize HCS Hoechst-high % = further read-out of MT stabilize HCS, marked with its call; % Hoechst-high responders; measured here: nuclear condensation Hoechst responders;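 share of cells brighter than vehicle mean plus two SD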
MT stabilize HCS cytotoxicity % = second read-out of MT stabilize HCS, no call of its own (marks repeat the call); toxicity, %; measured here: cytotoxicity by cell density;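 0% = mean cell density of plate MIN control wells and 100% = no cells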
Autophagy mod cell loss 18 h = second read-out of Autophagy mod, no call of its own (marks repeat the call); toxicity, %; measured here: cell loss, nuclei count;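 cell loss after 18 h compound exposure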
Numbers without * were called inactive; i = inactive; / = no result given. This is a random part of the collection. About 2.9% of those tested had a hit in this group.

No.	structure	P. falciparum M17LAP	UTI89 phage lysis	Ins promoter up	Ins promoter up cell count	Autophagy mod	Autophagy mod cell loss 18 h	ER stress rescue	MT stabilize HCS	MT stabilize HCS Hoechst-high %	MT stabilize HCS cytotoxicity %	b-catenin transl	b-catenin transl cell count 5 µM	Dynein transport	Dynein transport cytoplasmic EGFP	Dynein transport nuclear GR-EGFP	Dynein transport cell count	P. falciparum M1AAP
1	C/C(=N\NC(=O)COc1ccc(C(C)(C)C)cc1)c1ccc(-n2ccnc2)cc1	2.0%	1.3%	0.08	1371	i	21.7	-5.0%	6.2	2.0	9.5	2.6	1007	0.699	-0.285	0.477	-0.127	-0.6%
2	COc1ccccc1C1C(C(=O)NCc2ccccc2)=C(C)Nc2ncnn21 (stereo unspecified)	1.3%	0.1%	0.21	1263	i	-4.2	-1.8%	2.6	1.2	4.0	1.2	1036	-0.673	-0.00358	0.0552	0.511	0.1%
3	Cc1ccc(/C=C(\C#N)C(=O)Nc2c(C)cccc2C)s1	-2.3%	-0.2%	0.42	962	i	1.8	0.0%	3.1	1.9	5.7	/	/	-0.342	0.0521	-0.0428	0.35	5.5%
4	CCOc1ccc(NC(=O)C2CCN(C(=O)NC3CCCCC3)CC2)cc1	9.6%	-0.3%	/	/	i	-6.9	-1.0%	2.9	1.8	7.1	3.1	539	-0.755	-0.219	-0.401	-0.156	5.8%
5	COc1ccccc1CNC(=O)/C=C/c1ccc(S(=O)(=O)N2CCOCC2)cc1	5.9%	-0.5%	0.4	1300	i	-3.3	-1.2%	1.6	1.7	6.0	-2.1	1127	-1.21	-0.159	-0.813	-0.0359	1.5%
6	Cc1ccc(-c2nn(CC(=O)NC(C)c3ccccc3)c(=O)c3ccccc23)cc1 (stereo unspecified)	3.9%	0.4%	-0.41	1545	i	-0.4	-1.2%	2.4	1.3	1.8	0.0	1358	-0.761	-0.204	-0.353	0.367	1.2%
7	CCC(=O)N1CCc2cc(S(=O)(=O)NCCC(=O)N3CCN(c4ccccn4)CC3)ccc21	-7.0%	0.3%	0.14	1238	i	8.7	-2.4%	2.4	2.5	5.4	/	/	1.65	0.876	1.92	-1.16	0.7%
8	CCC1C2CN(C(C)=O)CC=C2C(C#N)=C(N)C1(C#N)C#N (stereo unspecified)	-9.7%	-0.2%	0.64	1142	i	25.5	3.2%	5.3	3.9	0.8	-7.2	975	-0.556	-0.196	-0.104	0.0401	-7.3%
9	CCOC(=O)N1CCN(c2ccc(F)cc2[N+](=O)[O-])CC1	-6.4%	-1.5%	0.26	1232	i	14.7	-2.7%	2.3	2.9	11.2	-1.2	593	1.08	-0.0384	2.09	-2.2	0.0%
10	Cn1c(SCC(=O)NC2CCCC2)nc2cccnc21	-2.7%	2.1%	-0.27	1275	i	-1.5	1.8%	2.1	1.4	3.4	-0.5	802	-0.646	-0.156	-0.4	0.492	7.4%
11	CC(=O)Nc1ccccc1-c1ccc(C)o1	-5.0%	4.8%	0.66	1132	i	3.9	-0.4%	4.2	2.0	1.1	-3.1	1190	2.4	0.377	1.35	-1.85	3.7%
12	CC(C)CCNC(=O)c1ccc(Cl)c(NC(=O)Cc2ccccc2)c1	11.6%	/	0.41	1327	i	12.7	-1.5%	2.3	2.8	1.0	-1.0	511	0.326	-0.234	0.127	-0.513	-11.5%
13	Cc1ccc(S(=O)(=O)N(CC(=O)N/N=C/c2cccc(C)c2)c2cccc3cccnc23)cc1	10.6%	0.3%	0.17	1162	i	39.3	0.5%	1.5	1.3	10.0	3.7	1240	0.142	0.0278	0.526	-0.156	0.9%
14	CCOc1ccc(S(=O)(=O)N(C(=O)c2ccco2)c2cc3sc(=O)oc3c3ccccc23)cc1	14.1%	1.1%	-0.66	871	i	-8.0	-0.7%	19.1*	18.8*	33.0*	0.4	1103	-0.232	-0.233	-0.312	0.262	7.5%
15	Cc1noc(C)c1CSCc1ccc(Cl)cc1	3.0%	/	-0.38	1379	i	-35.8	0.4%	3.8	2.6	2.0	0.2	1160	0.536	-0.331	0.259	0.519	13.6%
16	NS(=O)(=O)c1ccc(CCNC(=O)Cc2ccccc2[N+](=O)[O-])cc1	1.1%	-0.5%	0.07	1459	i	17.3	0.5%	3.1	1.7	4.1	0.4	1523	2.37	-0.288	1.32	-0.742	1.4%
17	N#Cc1ccc(C23CC4(C2)[C@H](CN(CC2CCCCC2)[C@@H]4c2ccccc2)C3c2ccc(C(F)(F)F)cc2)cc1 (stereo partly specified)	9.2%	/	-1.72	973	/	/	/	/	/	/	-2.0	1082	0.0377	-0.803	0.0703	0.0422	6.9%
18	O=[N+]([O-])c1ccc(N2CCN(c3nc(-c4ccc(Cl)cc4)cs3)CC2)cc1	10.3%	0.2%	-0.44	1053	i	-0.5	2.2%	1.7	1.0	31.9	/	/	0.721	-0.00793	0.025	0.391	12.3%
19	COc1ccc(OC)c2sc(NC(=O)C3COc4ccccc4O3)nc12 (stereo unspecified)	/	1.9%	/	/	i	-0.2	/	4.1	4.8	11.0	/	/	-0.81	-0.224	-0.345	0.873	/
20	CCOC(=O)C(NS(=O)(=O)c1ccccc1)(C(F)(F)F)P(=O)(OC(C)C)OC(C)C (stereo unspecified)	6.9%	0.7%	-0.35	820	i	17.2	1.8%	1.8	1.7	7.6	-2.6	1199	0.0116	0.56	0.464	0.142	4.8%
21	CC(C)(C)NC(=O)N1CCN(c2ncccc2C(F)(F)F)CC1	-4.0%	-1.7%	0.22	1425	/	/	/	/	/	/	-2.1	1201	-0.133	-0.218	-0.105	-0.185	-9.7%
22	CC1(C)CC(=O)C/C(=N\NC(=O)C2C3CCCCC32)C1 (stereo unspecified)	-1.5%	0.3%	0.05	1433	i	-6.4	1.0%	1.2	1.3	3.3	0.0	1534	-0.862	-0.343	-0.299	0.628	3.4%
23	COc1cccc(Cn2c(=O)sc3ccccc3c2=O)c1	-7.5%	0.0%	-0.48	1182	i	1.2	/	1.7	2.3	2.4	2.3	1033	0.791	-0.107	0.312	-0.771	-3.7%
24	Cc1ccc(C(C)C)c(OCC(=O)Nn2c(C)nc3ccccc3c2=O)c1	5.3%	-0.2%	/	/	i	-10.9	-0.1%	2.6	1.8	5.5	/	/	-0.66	-0.243	-0.529	0.827	-0.7%
25	CCn1c(CN2CCN(C(=O)c3ccco3)CC2)nc2c1c(=O)n(C)c(=O)n2C	-0.3%	-0.4%	-0.17	1139	i	6.7	-2.3%	4.6	2.3	13.8	-6.1	1219	3.68	0.63	3.61	-3.48	-2.4%
26	Cc1ccc([N+](=O)[O-])cc1NC(=O)c1ccc2c(c1)OCO2	1.5%	0.2%	-0.18	1480	i	-18.2	-1.2%	1.5	2.1	14.5	-0.2	1600	0.482	-0.192	0.571	-1.09	8.8%
27	CCc1nnc(NC(=O)c2cnccn2)s1	5.1%	-0.7%	0.33	1144	i	-2.9	-0.6%	3.9	2.6	9.9	0.8	1165	-0.238	1.31	0.254	1.19	-0.1%
28	COC(=O)/C(=C/c1c[nH]c2ccccc12)NC(C)=O	36.8%	0.0%	-0.24	1284	i	-4.9	8.3%	0.5	2.5	6.3	-1.4	512	-0.192	-0.296	-0.338	0.615	13.6%
29	CCOC(=O)C1=C(c2ccccc2)N(C)C(=O)NC1c1ccc(OC(F)F)c(OC)c1 (stereo unspecified)	-1.7%	-0.3%	0.77	1232	i	27.0	-1.1%	6.1	1.5	3.9	-1.9	886	-0.166	-0.211	0.224	-0.00289	-1.1%
30	Cc1c(NC(=O)C(C#N)=C2CCCCC2)c(=O)n(-c2ccccc2)n1C	14.0%	0.5%	0.94	1321	i	17.8	-0.4%	5.5	2.5	5.1	-3.1	975	-0.402	0.037	-0.292	0.211	-1.2%
31	Cc1cc(NS(=O)(=O)c2ccc(Nc3nc(-c4sc(NC(=O)c5ccccc5)nc4C)cs3)cc2)no1	9.9%	/	-0.86	979	i	-5.1	-3.7%	1.1	1.6	8.7	-2.0	1184	1.02	-0.0379	0.653	-2.04	18.9%
32	O=C(N/N=C\c1ccc(O)c([N+](=O)[O-])c1)c1ccccc1-n1cccc1	37.9%	-3.0%	-0.06	1195	i	-4.8	4.6%	5.1	3.2	5.6	0.5	929	1.92	-0.208	0.863	-1.18	23.1%
33	Cc1nn(C)c(C)c1S(=O)(=O)N1CCC(C(=O)Nc2ccc3c(c2)OCCO3)CC1	-5.1%	-3.0%	0.2	824	i	4.0	-0.5%	2.3	4.0	7.1	/	/	-0.945	-0.264	-0.508	0.503	-4.2%
34	O=C(NCCc1ccccc1)C1CCC(Cn2c(=O)c3ccccc3n(Cc3cccnc3)c2=O)CC1 (stereo unspecified)	-26.2%	1.2%	-0.09	1396	i	14.6	-0.7%	1.3	2.1	7.0	/	/	0.31	0.518	1.12	-2.05	7.2%

Screening data as filed in PubChem BioAssay.
